Apaf-1 inh: human Apaf-1 inhibition; reconstituted apoptosome caspase-3 activity, DEVD-Rh110 fluorescence; actives 0.71% (n = 330,000); inhibition, % at 20 µM; O14727; AID 489030; active = inhibition of at least 40% at 20 µM;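 also: plate controls were DMSO wells for no effect and DEVD-CHO caspase inhibitor wells for full effect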
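Material: biochemical Apaf-1 apoptosome reconstitution. Medium: Hepes buffer, pH 7.5. Also added: cytochrome c activation, bis-DEVD rhodamine 110 substrate. Timing: 30 min compound preincubation, 50 min activation, room temperature. Measured by: rhodamine 110 fluorescence at Ex 480/Em 540 nm.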
SENP7 inh: blocks the human protease SENP7; Q9BQF6; recombinant SENP7, Z-RLRGG-aminoluciferin luminescence, 40 min; inhibition, % at 5 µM; actives 1.5% (n = 330,000); AID 434973;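 active = inhibition above about 50% at the single test dose, limit read from the data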;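 also: plate controls were DMSO with enzyme for no effect and no enzyme buffer wells for full effect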
Target sequence (Q9BQF6 706-1050 limits assumed): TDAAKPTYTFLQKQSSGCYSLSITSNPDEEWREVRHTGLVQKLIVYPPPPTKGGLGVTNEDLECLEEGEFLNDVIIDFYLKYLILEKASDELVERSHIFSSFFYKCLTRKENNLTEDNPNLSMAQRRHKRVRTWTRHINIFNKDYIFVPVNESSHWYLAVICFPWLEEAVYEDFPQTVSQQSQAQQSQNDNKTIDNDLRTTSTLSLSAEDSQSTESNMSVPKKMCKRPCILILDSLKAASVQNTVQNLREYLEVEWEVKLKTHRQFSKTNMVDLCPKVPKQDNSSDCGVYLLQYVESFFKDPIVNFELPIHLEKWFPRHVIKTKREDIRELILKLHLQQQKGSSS
UBC13 polyUb: human UBC13 polyubiquitination inhibition | UBC13 polyubiquitin chain formation, TR-FRET | actives 0.47% (n = 330,000) | inhibition, % at 20 µM | P61088 | AID 485273; in the data active = inhibition above about 45%, passing the limit was not always enough
SENP8 block-1: blocks the human protease SENP8; Q96LD8; purified SENP8, Z-RLRGG-aminoluciferin cleavage, luminescence; inhibition, % at 10 µM; actives 1.2% (n = 330,000); AID 2540; in the data active = inhibition above about 50%
A3G deaminase: inhibitors of human APOBEC3G DNA deaminase; AID 493012; recombinant A3G, ssDNA deamination FAM/TAMRA fluorescence; Q9HC16; inhibition, % at 20 µM; actives 0.28% (n = 330,000);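 active = inhibition of at least 40% at 20 µM, with no more than 30% in the related APOBEC3A deaminase screen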;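 also: plate controls were DMSO wells with A3G for no effect and wells lacking A3G enzyme for full effect; some compounds called inactive have numbers as strong as hits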
SENP1 FRET inh: inhibitors of human SENP1 SUMO protease catalytic domain | Q9P0U3 | recombinant SENP1 catalytic domain, CyPet-SUMO1-YPet FRET cleavage | inhibition, % at 10 µM | actives 0.21% (n = 360,000);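 active = inhibition at least 30% at 10 µM, raw YFP signal under a set limit, fluorescence ratio 0.5 to 1.5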;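 also: 0% = enzyme with DMSO and 100% = no enzyme wells; some results filed as inactive read as strong as hits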
Target sequence (Q9P0U3 419-644 limits assumed): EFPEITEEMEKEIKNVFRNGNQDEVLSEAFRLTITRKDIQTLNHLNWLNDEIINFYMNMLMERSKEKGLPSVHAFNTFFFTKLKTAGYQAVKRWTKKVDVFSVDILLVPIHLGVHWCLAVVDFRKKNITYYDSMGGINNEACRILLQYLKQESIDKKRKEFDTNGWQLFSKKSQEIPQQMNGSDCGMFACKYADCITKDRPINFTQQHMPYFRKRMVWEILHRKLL
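material = recombinant human SENP1 catalytic domain, His6-tagged | quantity = 20 pM enzyme | reagent = 25 nM SUMO1 FRET substrate | compound dosing = 10 µM single point, 0.5% DMSO | timing = 50 min enzyme reaction, room temperature, light-protected | detection = FRET, CFP and YFP emission | control set = no-enzyme low, enzyme-DMSO high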
SENP8 block-2: blocks human SENP8 cleavage of Nedd8 substrate | recombinant SENP8, Nedd8 substrate fluorescence | inhibition, % at 20 µM | actives 0.64% (n = 360,000) | AID 602440; in the data active = inhibition mostly above about 40%, no sharp cut-off; inactive = mostly below about 27%
SENP6 inh: inhibitors of human SENP6 protease; Q9GZR1; Recombinant SENP6 catalytic domain, aminoluciferin luminescence; inhibition, % at 10 µM; actives 1.8% (n = 330,000);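 active = inhibition above about 50% at the single tested dose, limit read from the data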;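 also: plate controls were DMSO wells with enzyme for no effect and DMSO wells lacking enzyme for full effect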
Target sequence (Q9GZR1 628-1112 limits assumed): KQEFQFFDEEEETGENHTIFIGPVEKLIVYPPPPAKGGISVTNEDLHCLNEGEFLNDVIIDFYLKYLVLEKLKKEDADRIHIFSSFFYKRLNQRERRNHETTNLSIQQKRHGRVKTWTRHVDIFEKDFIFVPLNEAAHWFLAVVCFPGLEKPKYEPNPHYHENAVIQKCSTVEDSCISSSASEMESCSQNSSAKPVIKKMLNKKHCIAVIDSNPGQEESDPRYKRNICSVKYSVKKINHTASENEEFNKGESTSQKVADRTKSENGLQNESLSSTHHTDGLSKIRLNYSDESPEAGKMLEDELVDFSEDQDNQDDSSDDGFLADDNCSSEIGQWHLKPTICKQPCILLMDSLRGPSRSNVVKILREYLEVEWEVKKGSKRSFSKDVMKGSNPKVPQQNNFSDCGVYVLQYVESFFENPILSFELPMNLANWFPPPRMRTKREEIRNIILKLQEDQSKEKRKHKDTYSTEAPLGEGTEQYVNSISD
Numbers without * were called inactive; i = inactive; . = no result given.

SMILES | Apaf-1 inh | SENP7 inh | UBC13 polyUb | SENP8 block-1 | A3G deaminase | SENP1 FRET inh | SENP8 block-2 | SENP6 inh
C/C(N)=C(/C#N)C(=O)COC(=O)CCCNC(=O)c1ccc(Cl)cc1 | -2 | 3 | 5 | -5 | -1 | 2 | 18 | -16
COc1ccc(CC(NC(C)=O)C(=O)NC2CCN(C(=O)c3ccc(OC)c(OC)c3)CC2)cc1OC (stereo unspecified) | 3 | 5 | -2 | -6 | -9 | 1 | -2 | -16
O=C(Nc1ccnn1C1CCN(Cc2ccccc2OC(F)F)CC1)c1cccc(F)c1 | 5 | 18 | -6 | -5 | -4 | 2 | 2 | 1
C#CCNC(=O)C1=C[C@@H](c2ccc(C(F)(F)F)cc2)[C@H](CCCO)[C@@H](OCC)O1 | -4 | -6 | 3 | 6 | -9 | 1 | 5 | -18
CN(Cc1ccc(F)cc1)C(=O)c1cccc(OCc2ccccc2)c1 | 20 | 8 | 3 | 1 | -9 | 0 | 20 | -2
N#Cc1cccnc1N1CCN(C(=O)c2cccc3c2C(=O)c2ccc(-c4ccc(Cl)c(C(F)(F)F)c4)cc2S3(=O)=O)CC1 | 20 | 5 | -16 | 4 | -3 | 2 | -65 | 6
Cc1cccn2c(=O)c3cc(C(=O)NCCN4CCOCC4)n(C)c3nc12 | -14 | -1 | -7 | 16 | -3 | -37 | -422 | -2
CCCC1O[C@@H]2C[C@H]3[C@@H]4CCC5=CC(=O)C=C[C@]5(C)[C@H]4[C@@H](O)C[C@]3(C)[C@]2(C(=O)CO)O1 (stereo partly specified) | 2 | -10 | -15 | -7 | -8 | -1 | 10 | -22
O=C(CSc1nc(C2CC2)nc2ccccc12)Nc1cccc(O)c1 | -2 | -10 | 4 | 0 | -1 | 0 | 11 | -5
COc1ccc(N2C(=O)[C@@H]3C(c4cccnc4)=NO[C@@H]3C2=O)cc1 | -9 | -1 | -7 | 2 | 2 | -2 | -2 | 3
O=C(Oc1ccc(Br)cc1C(=S)N1CCOCC1)c1ccc([N+](=O)[O-])cc1[N+](=O)[O-] | 7 | 1 | -13 | -6 | 27 | 1 | 31 | -12
COc1cccc(/C=N/c2sc(Cc3ccccc3)c(C)c2C(N)=O)c1O | 4 | -2 | 29 | -6 | -9 | -28 | -293 | 4
Cc1ccc(NC(=O)c2ccco2)cc1C | 3 | 65* | -8 | 32 | -2 | 2 | 21 | 67*
COc1ccc(-c2nnc(SCC3CCCO3)n2C)cc1 (stereo unspecified) | 1 | -15 | -10 | -8 | -4 | 0 | 16 | -21
O=C(NCCCN1CCOCC1)c1ccc(CS(=O)(=O)c2c(Cl)cccc2Cl)o1 | -6 | 10 | -7 | -9 | 3 | 2 | 4 | -10
O=C(CCN1CCOCC1)N1c2ccccc2Sc2ccc(Cl)cc21 | -1 | 3 | 10 | 2 | -3 | 0 | 8 | -8
COc1ccc(C(=O)NCCc2c[nH]c3ccccc23)cc1[N+](=O)[O-] | 8 | 0 | 2 | 8 | -6 | -2 | 10 | 3
Cc1ccc(C(OC(=O)c2ccco2)C(=O)NC2CCCCC2)cc1 (stereo unspecified) | 10 | -1 | 4 | 1 | -3 | 2 | 5 | -1
CN1C(=O)/C(=C/c2ccccc2F)Sc2ccc(C(=O)NCC3CCCO3)cc21 (stereo unspecified) | 14 | 5 | 0 | -3 | -6 | -1 | -229 | 0
CCOc1ccc(/C=N\NC(=O)CC(=O)NCCc2ccccc2)cc1 | -8 | -3 | 6 | -4 | -9 | 2 | 7 | 3
O=C(NC1CCCc2c1cnn2-c1ccc(F)cc1F)c1cnccn1 (stereo unspecified) | 0 | 1 | -2 | 2 | 1 | -2 | 3 | 11
CCOc1ncccc1C(=O)N1CCCSC1=Nc1ccc(C(C)=O)cc1 | 9 | -7 | -18 | -6 | -5 | 0 | 14 | -11
COc1ccc(CN(C)S(=O)(=O)c2nnc(NC(=O)c3cccc(OC)c3)s2)cc1 | 8 | 2 | 15 | 4 | -4 | -14 | -175 | -6
Cc1ccc(OCC(=O)Nc2cccnc2Cl)cc1C | 5 | -6 | 6 | 1 | -11 | 0 | 11 | 2
O=c1[nH]c(C2CCN(S(=O)(=O)c3ccc(S(=O)(=O)NC4CC4)cc3)CC2)nc2c1nnn2Cc1cccc(F)c1 | 17 | 0 | -1 | -4 | -2 | -2 | 3 | -4
COc1ccc(CN2CCC(=O)N([C@H](CO)c3ccccc3)CC2)cc1OC | -5 | 6 | -6 | 7 | -3 | 0 | 14 | -10
CCCCCNc1nc(NCCCO)c(C#N)c2c1CN(C)CC2 | 23 | 10 | -19 | 18 | 2 | -15 | i | 25
O=C(CN(c1cc(C(F)(F)F)ccc1Cl)S(=O)(=O)c1ccccc1)NCc1cccnc1 | 0 | 0 | -10 | 7 | -4 | -1 | -3 | 15
c1ccc(N2CCN(c3nnnn3-c3ccccc3)CC2)cc1 | 5 | 2 | 13 | -2 | -7 | 2 | 22 | -29
O=C(c1cc2ccccc2oc1=O)N(Cc1cccs1)Cc1ccccc1Cl | 23 | 0 | 5 | 5 | -6 | 0 | 5 | 11
Cc1csc(SCC(=O)c2c(N)n(CC(C)C)c(=O)n(C)c2=O)n1 | -22 | -3 | 6 | 1 | -6 | 1 | 4 | 1
CC(=O)NC12CC3CC(C1)CC(C(=O)Nc1nccs1)(C3)C2 | -12 | 10 | -3 | 0 | -5 | -2 | 8 | -22
C=CCc1ccc(OCCCOc2ccc(C)cc2OC)c(OC)c1 | 18 | 12 | 3 | -13 | -4 | 0 | 19 | 5
CCOc1ccc(NC(=O)CCNC(=O)c2ccco2)cc1 | 7 | -13 | -5 | -14 | -5 | 0 | 8 | -22
CCOc1cc2[nH]c(=S)n(Cc3ccc(C(=O)NCCOC)cc3)c(=O)c2cc1OCC | 3 | 2 | -7 | 3 | -4 | 0 | 11 | -14
Cc1ccc(C(=O)NN2C(=O)C3C4C=CC(C4)[C@@H]3C2=O)cc1 (stereo partly specified) | -16 | 9 | 1 | 2 | 1 | 0 | 19 | 1

Reformatted: four of the compounds above.
molecule,Apaf-1 inh,SENP7 inh,UBC13 polyUb,SENP8 block-1,A3G deaminase,SENP1 FRET inh,SENP8 block-2,SENP6 inh
CCOc1ncccc1C(=O)N1CCCSC1=Nc1ccc(C(C)=O)cc1,9,-7,-18,-6,-5,0,14,-11
COc1ccc(CN(C)S(=O)(=O)c2nnc(NC(=O)c3cccc(OC)c3)s2)cc1,8,2,15,4,-4,-14,-175,-6
Cc1ccc(OCC(=O)Nc2cccnc2Cl)cc1C,5,-6,6,1,-11,0,11,2
O=c1[nH]c(C2CCN(S(=O)(=O)c3ccc(S(=O)(=O)NC4CC4)cc3)CC2)nc2c1nnn2Cc1cccc(F)c1,17,0,-1,-4,-2,-2,3,-4

Following part
SMILES | Apaf-1 inh | SENP7 inh | UBC13 polyUb | SENP8 block-1 | A3G deaminase | SENP1 FRET inh | SENP8 block-2 | SENP6 inh
O=C(NCCC1=CCCCC1)c1ccc(Cl)c(S(=O)(=O)N2CCCCC2)c1 | 21 | 7 | 3 | -7 | -7 | -2 | 8 | -23
CCOC(=O)Cc1[nH]nc2c1C(c1cc(OC)ccc1OC)C(C#N)=C(N)O2 (stereo unspecified) | -12 | -2 | -1 | -7 | 1 | -1 | 2 | 1
COc1ccccc1C(=O)N/C(=C/c1ccc(Br)cc1)C(=O)NCC(=O)O | 2 | 0 | 1 | 3 | 1 | 0 | -1 | -34
Cc1c(C(=O)Nc2ccccn2)oc2ccccc12 | -6 | 76* | -2 | 57* | 1 | 3 | 2 | 64*
Clc1ccccc1N=C1SCCS1 | -15 | -1 | 6 | -1 | -2 | 0 | 12 | -8
O=C(NCCCN1CCOCC1)c1cc(-c2ccc(Cl)s2)nc2ccccc12 | 16 | -9 | 36 | -14 | -11 | -66 | -435 | -15
Cc1ccccc1NC(=O)C1CCCN(S(=O)(=O)c2cnc[nH]2)C1 (stereo unspecified) | -7 | -2 | -4 | 6 | -3 | 7 | 8 | 3
O=C(NC(Cc1c[nH]c2ccccc12)C(=O)OCC(=O)c1cccc2ccccc12)c1cccs1 (stereo unspecified) | 11 | 9 | 2 | -1 | -2 | -8 | 10 | 2
Cc1ccc(-c2cc(C(=O)N3CCN(C(=O)c4ccco4)CC3)[nH]n2)c(C)c1 | 14 | 1 | 1 | -11 | 0 | 0 | 4 | 7
O=C(COC(=O)[C@H](Cc1ccccc1)NC(=O)c1ccco1)NCc1ccccc1 | -1 | 4 | 11 | 5 | -5 | 3 | 9 | 11
COCCNC(=O)CN(C(=O)CCC(=O)Nc1ccccn1)c1ccc(C)cc1 | -3 | 0 | -4 | 8 | -8 | -1 | 10 | 21
COc1nc(N)nc(CC(=O)C2CC2)n1 | -28 | 5 | 4 | 3 | -8 | 0 | 20 | -8
Clc1ccc(Cl)c(OCCCCN2CCCCC2)c1 | -10 | -4 | 2 | 3 | 1 | 3 | 12 | 4
CC(C)CNC(=O)C1CCN(S(=O)(=O)c2ccc(-n3cnnn3)cc2)CC1 | -1 | -4 | -1 | -5 | -9 | -3 | 9 | 14
Cc1c(C(=O)NN)sc(=S)n1C | 4 | 1 | -5 | 2 | -5 | 5 | 25 | -12
CCOC(=O)Cc1csc(NC(=O)/C=C/c2ccc(Br)o2)n1 | -2 | -4 | -7 | -2 | 5 | -1 | -43 | 11
COc1ccc(OCC(=O)Nc2nnc(C)s2)cc1 | -5 | -3 | -4 | -3 | -9 | 1 | 22 | -19
COc1ccc(Nc2nc3ccccc3nc2-n2nc(C)cc2C)cc1 | 20 | 1 | -10 | -6 | 4 | -22 | -16 | 4
O=C(NNS(=O)(=O)c1ccc(Cl)cc1)c1cccs1 | -5 | -2 | 4 | 0 | -7 | 2 | 10 | -31
CC(C)(C)NC(=O)C(c1ccncc1)N(Cc1cccs1)C(=O)Cn1nnc(-c2ccc(F)cc2)n1 (stereo unspecified) | 21 | 4 | 4 | 6 | -4 | -11 | 15 | -2
COc1ccc(-c2[nH]ncc2CN2CCC(N3CCSCC3)CC2)c(F)c1 | 7 | -6 | -5 | -12 | -1 | 2 | 12 | -5
Cc1ccc(Cl)cc1NC(=O)C1CCN(S(C)(=O)=O)CC1 | 6 | -2 | 2 | 0 | -5 | 1 | 12 | 7
Cn1c(=O)n(CC#N)c2ccccc21 | -5 | -10 | -1 | -11 | -7 | 2 | 14 | -16
CCCCN(C(=O)c1ccc(OC(F)(F)F)cc1)c1c(N)n(CCC)c(=O)[nH]c1=O | -5 | 0 | 2 | 8 | -1 | 1 | 10 | -5
COCCOC(=O)c1[nH]c2c(c1C)C(=O)CC(c1ccc(N(C)C)cc1)C2 (stereo unspecified) | 10 | -1 | 0 | -1 | -8 | -7 | 5 | -22
O=C(Nc1ccccc1C(F)(F)F)c1ccc(F)c(S(=O)(=O)N2CCOCC2)c1 | -17 | 30 | -4 | -4 | 0 | 2 | 16 | -2
O=C(CSc1nncs1)NC(=O)NCc1ccccc1 | 8 | -10 | -2 | -4 | -7 | 2 | 11 | -2
Cc1ccc(NC(=O)c2ccc(NC(=O)C3CCCCC3C(=O)O)cc2)cc1 (stereo unspecified) | -9 | -4 | 4 | 0 | -6 | -1 | -9 | -12
COc1cccc(NC(=O)C2CCCN(S(=O)(=O)c3cccc4cccnc34)C2)c1 (stereo unspecified) | -7 | -9 | 4 | 4 | -2 | -1 | 6 | -12
Cc1nc2c(C(=O)N3CCOCC3)cnn2c(C)c1Cc1cccc(Cl)c1 | 7 | -6 | 6 | -10 | -4 | . | . | -4
CCCCn1c(-c2ccncc2)nc2c1c(=O)[nH]c(=O)n2CC(C)C | 1 | 3 | 7 | 6 | -5 | -4 | -408 | 22
